High-throughput results: PubChem BioAssay, several laboratories
M1 PAM: human M1 muscarinic receptor positive allosteric modulators, primary screen, CHO-K1 cells, Fluo-8 calcium fluorescence, 1536-well; 360,000 compounds, 0.088% hits; activation, % at 3 µM; Muscarinic acetylcholine receptor M1 (Homo sapiens), P11229; CHO-K1 hM1, ACh EC20; 0% = ACh EC20, 100% = maximal ACh; in the data active means activation above about 19%, passing the limit was not always enough
Target sequence (P11229 whole entry, looked up): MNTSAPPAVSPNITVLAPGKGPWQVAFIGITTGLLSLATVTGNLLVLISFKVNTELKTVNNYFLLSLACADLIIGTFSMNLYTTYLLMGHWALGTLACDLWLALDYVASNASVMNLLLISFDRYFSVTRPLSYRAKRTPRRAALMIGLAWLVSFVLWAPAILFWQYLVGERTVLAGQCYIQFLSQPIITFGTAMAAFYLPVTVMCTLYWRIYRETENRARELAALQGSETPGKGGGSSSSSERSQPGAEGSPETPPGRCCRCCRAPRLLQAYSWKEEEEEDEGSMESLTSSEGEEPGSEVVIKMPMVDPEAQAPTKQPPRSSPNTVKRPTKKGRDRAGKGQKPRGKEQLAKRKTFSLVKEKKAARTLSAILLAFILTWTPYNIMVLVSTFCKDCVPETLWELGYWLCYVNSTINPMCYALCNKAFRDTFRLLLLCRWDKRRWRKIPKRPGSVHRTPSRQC
CHRM4 antagonist: human M4 muscarinic receptor antagonists, primary screen, CHO cells, Fluo-8 calcium fluorescence; 360,000 compounds, 0.73% hits; AID 624125, 2012; Muscarinic acetylcholine receptor M4 (Homo sapiens), P08173; inhibition, % at 3 µM; CHO-hM4 cells, ACh EC80;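 active means inhibition above its plate's cutoff, the mean inhibition of sample wells plus 3 SD, cut at about 27% in these data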;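 further: 0% = acetylcholine EC80 with DMSO and 100% = DMSO without agonist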
CHRM4 PAM: human M4 muscarinic receptor positive allosteric modulators, primary screen, CHO-K1 cells, Fluo-8 calcium fluorescence; Muscarinic acetylcholine receptor M4 (Homo sapiens), P08173; CHO-K1 hM4/Gqi5, ACh EC20; 0% = ACh EC20, 100% = maximal ACh; activation, % at 3 µM; 360,000 compounds, 0.4% hits; AID 624126, 2012;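 active means activation above its plate's cutoff, the mean activation of sample wells plus 3 SD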; further: some results filed as inactive read as strong as hits
M5 antag: human M5 muscarinic receptor antagonists, primary screen, CHO cells, Fluo-8 calcium fluorescence; CHO-hM5 cells, ACh EC80; inhibition, % at 3 µM; 360,000 compounds, 0.59% hits; Muscarinic acetylcholine receptor M5 (Homo sapiens), P08912;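 active means inhibition above a per-plate cutoff, the mean of that plate's test compounds plus 3 SD, cut at about 27% in these data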;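 further: 0% = acetylcholine EC80 with DMSO and 100% = DMSO without agonist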
Target sequence (P08912 whole entry, looked up): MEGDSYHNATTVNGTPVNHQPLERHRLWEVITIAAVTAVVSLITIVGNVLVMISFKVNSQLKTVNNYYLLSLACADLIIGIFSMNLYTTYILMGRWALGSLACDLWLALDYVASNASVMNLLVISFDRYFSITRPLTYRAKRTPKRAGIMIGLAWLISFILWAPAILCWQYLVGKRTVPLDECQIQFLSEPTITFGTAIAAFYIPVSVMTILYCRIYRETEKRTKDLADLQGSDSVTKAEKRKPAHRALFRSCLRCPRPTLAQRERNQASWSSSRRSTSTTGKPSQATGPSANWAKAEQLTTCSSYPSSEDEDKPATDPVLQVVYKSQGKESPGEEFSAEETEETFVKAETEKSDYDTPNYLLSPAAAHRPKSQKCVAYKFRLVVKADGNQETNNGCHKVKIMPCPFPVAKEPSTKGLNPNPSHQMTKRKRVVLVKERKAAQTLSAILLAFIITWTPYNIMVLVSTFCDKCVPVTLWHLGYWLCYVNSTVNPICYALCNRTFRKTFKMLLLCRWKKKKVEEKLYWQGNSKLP
M5 PAM: human M5 muscarinic receptor positive allosteric modulators, primary screen, CHO-K1 cells, Fluo-8 calcium fluorescence; CHO-K1 hM5, ACh EC20 PAM; 0% = ACh EC20, 100% = ACh EC100; 360,000 compounds, 0.3% hits; Muscarinic acetylcholine receptor M5 (Homo sapiens), P08912; activation, % at 3 µM;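 active means activation above the run cutoff, the mean activation of all test compounds plus 3 SD, cut at about 18% in these data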
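System – CHO-K1 hM5 cells · Compound – 3 µM, single dose · Incubation – compound preincubation 140 s before EC20 acetylcholine addition · Technique – Fluo-8 calcium fluorescence · Measure – Max/basal fluorescence ratio as % of EC20–EC100 ACh window · Benchmarks – low control EC20 acetylcholine (0%), high control EC100 acetylcholine (100%) · Replication – singlicate, one well per test compound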
CRFBP-R2 block: antagonists of CRF-BP/CRF-R2 complex, primary screen, cell-based, HEK293, calcium dye fluorescence, uHTS | 350,000 compounds, 0.59% hits | CRF-induced calcium fluorescence | inhibition, % at 11.8 µM;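 active means inhibition of the ligand-induced calcium signal above about 50% at the single tested concentration, limit read from the data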
CRFR2-BP ag: agonists of CRF-BP/CRF-R2 complex, primary screen, cell-based, HEK293, calcium dye fluorescence, uHTS | CRF-binding protein / CRF receptor 2 complex (human) | calcium dye fluorescence (FLIPR); percent of saturating CRF peptide response | activation, % at 13.2 µM | 350,000 compounds, 0.46% hits | AID 588473, 2011;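 active means activation of at least 50%, plus an integration ratio under a set limit after plate pattern correction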;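 further: plate controls were neutral control wells without compound for no effect and CRF at EC100 for full effect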
CHRM4 agonist: human M4 muscarinic receptor agonists, primary screen, CHO-K1 cells, Fluo-8 calcium fluorescence; CHO-K1 hM4/Gqi5; vehicle 0%, full acetylcholine response 100%; AID 624127, 2012; 360,000 compounds, 0.14% hits; Muscarinic acetylcholine receptor M4 (Homo sapiens), P08173; activation, % at 3 µM;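 active means activation above the run mean over all test wells plus 3 SD, cut at about 32% in these data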;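 further: peak over basal fluorescence ratio per well then scaled between controls; 0% = DMSO wells and 100% = acetylcholine at EC100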
CHRM5 agonist: human M5 muscarinic receptor agonists, primary screen, CHO-K1 cells, Fluo-8 calcium fluorescence. Muscarinic acetylcholine receptor M5 (Homo sapiens), P08912. CHO-K1 hM5 cells; 0% DMSO wells, 100% maximal acetylcholine response. activation, % at 3 µM. 360,000 compounds, 0.19% hits;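 active means activation above the run's mean over test compounds plus 3 SD, cut at about 23% in these data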;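 further: signal is peak over basal fluorescence ratio across the kinetic read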
* = called active by the depositor.

SMILES	M1 PAM	CHRM4 antagonist	CHRM4 PAM	M5 antag	M5 PAM	CRFBP-R2 block	CRFR2-BP ag	CHRM4 agonist	CHRM5 agonist
CCOC(=O)c1ccc(N2C=C(C(=O)OC)C(c3cccc(O)c3)C(C(=O)OC)=C2)cc1	4	6	-8	18	-8	11	-0.2	10	-3
CCOC(=O)/C=c1\s/c(=C\c2c(OC)ccc3ccccc23)c(=O)n1CC(=O)NCC1CCCO1 (stereo unspecified)	10	-1	-3	2	-1	-23	1.3	8	3
CCC(C)NC(=O)CSc1nc2c(sc(=S)n2Cc2ccco2)c(=O)n1-c1ccccc1 (stereo unspecified)	6	-6	7	-5	6	-6	-1.8	0	-1
O=C1OCCC1Sc1nnc(-c2ccccc2Br)n1Cc1ccccc1 (stereo unspecified)	2	-4	-7	3	-4	-22	-0.7	1	-2
CC1CCN(c2c(NCC3CCC(C(=O)NCc4ccccc4Cl)CC3)c(=O)c2=O)CC1 (stereo unspecified)	10	-5	5	-2	-1	21	-2.3	0	1
CCc1noc(C)c1C(=O)Nc1nc(-c2cccs2)cs1	0	-7	8	0	3	-14	-0.7	4	-9
CCS(=O)(=O)c1ncc(Cl)c(C(=O)Nc2ccc(S(=O)(=O)N3CCC(C)CC3)cc2)n1	-7	47*	-11	27	-10	34	-0.2	13	-7
Cc1nn(C)cc1S(=O)(=O)NC1CCCC1	11	5	-1	-4	-3	-4	1.2	0	0
CCC(C(=O)Nc1cccnc1)c1ccccc1 (stereo unspecified)	3	2	-5	-3	5	-2	1.0	0	-1
CCC(C(=O)OCC(=O)Nc1ccc(F)cc1)c1ccccc1 (stereo unspecified)	5	-7	13	7	0	5	-2.5	3	-3
COc1ccc(N2c3ccccc3CN(Cc3ccccc3)[C@@H](C)[C@H]2Cc2cccnc2)cc1	-17	9	-15	-12	-9	8	0.7	-1	-3
C=CCN(c1ccccc1)S(=O)(=O)c1cccc(C(=O)N2CCCC2)c1	5	-6	0	-2	-1	12	-2.7	2	0
O=C(Nc1nccs1)C1CCN(S(=O)(=O)c2ccc(Cl)c(C(F)(F)F)c2)CC1	-1	16	3	4	-10	24	-3.0	5	0
O=c1c(Cl)c(Cl)cnn1-c1ccccc1	14	-2	-3	3	-7	42	-1.1	0	1
CC(=O)OCC(=O)Nc1c(C)cc(C)cc1C	7	9	-9	-9	-1	-1	0.9	1	-2
CCCN1CCN(C(=O)Cn2nc(C)n3c(cc4sccc43)c2=O)CC1	-3	7	-1	19	-4	-1	0.7	1	-1
COc1ccc(NC(=O)NCCc2cccc(Cl)c2)cc1OC	6	6	2	4	0	10	-3.9	1	1
O=c1[nH]c(SCc2ccccc2)nc2c1cnn2-c1ccc(F)cc1	3	-9	0	1	-6	5	6.9	-1	0
Cc1ccc(-c2nc(CS(=O)CC(=O)NCCCN3CC(C)CC(C)C3)c(C)o2)cc1 (stereo unspecified)	-7	13	-7	0	-2	12	-2.5	-1	-3
CCOC(=O)c1c(C)n(-c2ccc(OC)cc2)c2ccc(O)c(CN(C)C)c12	15	-2	5	3	4	-24	0.7	5	-1

In another format: 2 of the compounds above
SMILES | M1 PAM | CHRM4 antagonist | CHRM4 PAM | M5 antag | M5 PAM | CRFBP-R2 block | CRFR2-BP ag | CHRM4 agonist | CHRM5 agonist
COc1ccc(N2c3ccccc3CN(Cc3ccccc3)[C@@H](C)[C@H]2Cc2cccnc2)cc1 | -17 | 9 | -15 | -12 | -9 | 8 | 0.7 | -1 | -3
C=CCN(c1ccccc1)S(=O)(=O)c1cccc(C(=O)N2CCCC2)c1 | 5 | -6 | 0 | -2 | -1 | 12 | -2.7 | 2 | 0

(list continues)
SMILES	M1 PAM	CHRM4 antagonist	CHRM4 PAM	M5 antag	M5 PAM	CRFBP-R2 block	CRFR2-BP ag	CHRM4 agonist	CHRM5 agonist
CC/C(=N\NC(=S)Nc1cc(C)ccc1C)c1ccc(OC(F)F)cc1	6	-4	6	-2	1	6	-4.6	0	-6
Cc1nsc(Nc2ccccc2)c1C#N	3	-4	3	1	1	-8	0.2	2	5
CC(C)C(NC(=O)c1ccco1)C(=O)OCc1cc([N+](=O)[O-])cc2c1OCOC2 (stereo unspecified)	0	-4	1	4	-3	12	0.6	5	-1
Cc1cc(NC(=O)CSc2nc(C(C)C)nc3sc4c(c23)CCCC4)no1	6	1	8	-7	5	-30	0.3	1	4
Cc1nn(-c2ccccc2)nc1CNS(C)(=O)=O	9	8	-12	13	-4	-15	-0.5	0	1
Cc1ccc2cc3c(N)[nH]nc3nc2c1	6	-9	3	-3	0	13	2.5	0	-1
CCc1cccc(C)c1NS(=O)(=O)c1cccs1	5	3	0	9	1	4	-1.4	0	-5
O=C(/C=C/c1ccco1)NCc1ccc(F)cc1	-6	-2	4	-16	-9	-15	1.1	1	1
COCC(=O)NCc1nc2ccccc2[nH]1	13	11	0	-4	5	6	1.0	0	1
O=C(O)CN=C(NS(=O)(=O)c1ccccc1)c1ccccc1	6	9	3	4	-8	4	-1.6	1	-1
Cc1cc(C)n(CCCO)c(=O)c1C#N	-3	7	8	-3	-4	24	-0.3	2	2
CCCCCC(=O)Nc1cccc(C2=NOC3(C2)C[C@@H](C(N)=O)N(C(=O)c2cc([N+](=O)[O-])cc([N+](=O)[O-])c2C)C3)c1 (stereo partly specified)	15	-3	12	-9	17	13	-0.1	1	1
O=C(Nc1nc2ccc([N+](=O)[O-])cc2s1)c1c(F)cccc1F	6	-7	-2	-1	3	0	14	7	0
Cc1cc(C(=O)N2CCCC(N3CCN(c4cccc(Cl)c4)CC3)C2)n(C)n1 (stereo unspecified)	2	-7	5	-4	1	4	-2.3	2	-2
COC(=O)CSc1nc(-c2ccccc2)c2c(c1C#N)CCCC2	-2	-3	-8	0	-27	41	0.6	-2	-14
O=C(c1ccccc1)N1CCN(C2c3cccc4cccc(c34)C2NS(=O)(=O)c2ccccc2)CC1 (stereo unspecified)	0	11	-19	10	-9	1	2.3	8	2
CC(Oc1ccc2c3c(c(=O)oc2c1)CCC3)C(=O)NCC1CCC(C(=O)O)CC1 (stereo unspecified)	5	-5	3	2	-2	11	1.2	1	2
CCOC(=O)N1CCC2(CC1)NCCc1c2[nH]c2ccccc12	-17	-7	-44	8	-9	-9	0.8	5	-14
C[C@]12C=CC(=O)C=C1CC[C@@H]1[C@@H]2C(=O)C[C@@]2(C)[C@H]1CC[C@]2(O)C(=O)COC(=O)CCC(=O)O	1	5	1	15	-1	-8	0.7	0	-1
COc1ccc(CCNC(=O)CN2CCN(S(=O)(=O)c3ccc(Cl)cc3)CC2)cc1OC	-2	-7	-2	5	-5	-8	-0.8	1	-10

Arranged by molecular weight (high to low): some entries from above
SMILES	M1 PAM	CHRM4 antagonist	CHRM4 PAM	M5 antag	M5 PAM	CRFBP-R2 block	CRFR2-BP ag	CHRM4 agonist	CHRM5 agonist
CCCCCC(=O)Nc1cccc(C2=NOC3(C2)C[C@@H](C(N)=O)N(C(=O)c2cc([N+](=O)[O-])cc([N+](=O)[O-])c2C)C3)c1 (stereo partly specified)	15	-3	12	-9	17	13	-0.1	1	1
O=C(c1ccccc1)N1CCN(C2c3cccc4cccc(c34)C2NS(=O)(=O)c2ccccc2)CC1 (stereo unspecified)	0	11	-19	10	-9	1	2.3	8	2
CC1CCN(c2c(NCC3CCC(C(=O)NCc4ccccc4Cl)CC3)c(=O)c2=O)CC1 (stereo unspecified)	10	-5	5	-2	-1	21	-2.3	0	1
COc1ccc(N2c3ccccc3CN(Cc3ccccc3)[C@@H](C)[C@H]2Cc2cccnc2)cc1	-17	9	-15	-12	-9	8	0.7	-1	-3
Cc1cc(NC(=O)CSc2nc(C(C)C)nc3sc4c(c23)CCCC4)no1	6	1	8	-7	5	-30	0.3	1	4
CCCN1CCN(C(=O)Cn2nc(C)n3c(cc4sccc43)c2=O)CC1	-3	7	-1	19	-4	-1	0.7	1	-1
C=CCN(c1ccccc1)S(=O)(=O)c1cccc(C(=O)N2CCCC2)c1	5	-6	0	-2	-1	12	-2.7	2	0
COc1ccc(NC(=O)NCCc2cccc(Cl)c2)cc1OC	6	6	2	4	0	10	-3.9	1	1
CCC(C(=O)OCC(=O)Nc1ccc(F)cc1)c1ccccc1 (stereo unspecified)	5	-7	13	7	0	5	-2.5	3	-3
CCc1cccc(C)c1NS(=O)(=O)c1cccs1	5	3	0	9	1	4	-1.4	0	-5
O=c1c(Cl)c(Cl)cnn1-c1ccccc1	14	-2	-3	3	-7	42	-1.1	0	1
CC(=O)OCC(=O)Nc1c(C)cc(C)cc1C	7	9	-9	-9	-1	-1	0.9	1	-2

Going on with the list:
SMILES	M1 PAM	CHRM4 antagonist	CHRM4 PAM	M5 antag	M5 PAM	CRFBP-R2 block	CRFR2-BP ag	CHRM4 agonist	CHRM5 agonist
CCOC(=O)CSc1nnc(NC(=O)CCc2ccccc2)s1	12	7	21*	-1	7	0	-0.9	1	-4
CN(CC(=O)Nc1ccc(Cl)c(Cl)c1)C(=O)CC1OC(=O)c2ccccc21 (stereo unspecified)	-5	1	-1	7	-7	14	-1.4	6	0
COCCCNC(=O)c1oc2ccc(S(=O)(=O)N(C)C3CCCCC3)cc2c1C	3	-5	0	-5	2	-1	-0.7	2	1
CN1CCN(C(=O)/C(=C/c2cccs2)NC(=O)c2ccco2)CC1	10	-5	7	-1	-2	-9	4.8	0	-3
CCOC(=O)c1[nH]c2c(c1-c1ccccc1)C(=O)CC(c1ccccc1)C2 (stereo unspecified)	16	-14	11	12	-11	-8	1.4	-1	1
COCCCNC(=O)c1cc2c(s1)CS(=O)(=O)C2	3	10	-1	-2	0	0	-2.3	0	1
COC(=O)c1c(NC(=O)CN2CCN(c3ccccc3)CC2)c2c(C)cccc2n1C	4	7	5	-2	-5	-39	1.4	7	0
N#Cc1ccccc1NC(=O)CN1C(=O)NC2(CCCC2)C1=O	3	-13	4	16	-4	2	1.2	2	0
Cc1ccc2c(c1)N(CC(=O)NCCCN1CCCCC1)C(=O)c1cccnc1O2	-5	-5	2	2	1	14	0.0	0	1
